bCat nuc transl = modulators of beta-catenin nuclear translocation, primary screen, imaging, HeLa cells, immunofluorescence, high-content; nuclear translocation activity, % at 5 µM; 0.3% of 190,000 active; AID 1665, 2009;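 active means nuclear translocation activity above 50% at 5 µM, with a well cell count of 50 or more; inconclusive means wells under 50 cells across six images, flagged as toxic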;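 further: per-cell ratio of nuclear to cytoplasmic median beta-catenin stain intensity; plate controls were DMSO negative control for no effect and GSK-3 inhibitor IX positive control for full effect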
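assay system = human HeLa cells, endogenous beta-catenin | times = compound treatment 24 h, 37°C, 5% CO2 | detection = Anti-beta-catenin immunofluorescence on PFA-fixed, Triton-permeabilized cells, DAPI nuclei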
Lipid droplet = inhibitors of hepatocyte lipid droplet formation, primary screen, imaging, high-throughput imaging, BODIPY stain; 0.4% of 240,000 active; inhibition, % at 6.5 µM; AML12 mouse hepatocytes, oleate lipid droplets;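 active means lipid droplet intensity inhibited by at least 50%, with more than 500 cells counted; inconclusive means wells with under 300 cells, treated as cytotoxic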
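Assay system: AML12 hepatocytes (mouse); Probe or stimulus: oleic acid at 100 µM to induce lipid droplet formation; Dosing: compound at 6.5 µM only; Schedule: compound with oleate, overnight; Detection: fluorescence imaging, 20x objective, two fields per well; Measure: % inhibition of lipid droplet signal.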
MT stabilize HCS = microtubule stabilizers in HeLa cells, primary screen, imaging, high-content imaging | 0.83% of 200,000 active | % tubulin-high responders, % at 10 µM | HeLa tubulin immunostaining HCS, 24 h; share of cells brighter than vehicle mean+2SD;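 active means plate Z-score above 3 for both tubulin-high and condensed-nucleus cell shares, with cell loss under 80%, at 10 µM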;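 further: anti alpha tubulin signal scored within the nucleus-defined area of each cell; some results filed as inactive read as strong as hits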
West Nile antiviral = West Nile virus antiviral activity, cell-based, CPE readout (AID 1621). 0.02% of 290,000 active. CPE inhibition, % at 10 µM, or IC50 in µM where a hit was titrated. West Nile virus-infected cells, CPE inhibition; higher % means a stronger effect; in the data active means a potency from the dose series; inconclusive means CPE inhibition mostly from about 3.7% at the one dose, without a potency; inactive means the rest, 99 in 100 with CPE inhibition below about 2.2%; further: strong numbers were not always called active
Ins promoter up = insulin promoter activators in MIN6 cells, imaging, high-content screening, mouse beta cells | MIN6 insulin promoter-GFP reporter; hits give high values | z-score at 5 µM | 0.3% of 190,000 active | AID 1625, 2009;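 active means z-score above 3 at 5 µM with at least 500 cells counted in the well; inconclusive means wells under 500 cells, flagged as cytotoxic or low count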
Myeloid diff MLP = induction of myeloid progenitor differentiation, primary screen, cell-based, flow cytometry, MLPCN library; ER-HoxA9 myeloid progenitors, lysozyme-GFP differentiation; calls only at 10 µM; 1% of 360,000 active;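 active means normalized GFP-positive differentiation at or above the plate's own cutoff, the solvent-only control mean plus 3 SD; inconclusive means no clear call, values can overlap the other calls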;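 further: cells exposed to compound for four days before flow analysis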
Autophagy HCS = autophagy modulators in MEF cells, primary screen, imaging, high-content, MEF GFP-LC3; AID 463193, 2010; MEF GFP-LC3 puncta imaging; test concentration mostly 10 µM; calls only at 10 µM (by protocol); 0.98% of 190,000 active;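 active means percentage of spot-positive cells more than 3 SD above its plate mean, without a fluorescence outlier flag or 80% toxicity; inconclusive means no clear call, values can overlap the other calls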;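 further: spot-positive cell cutoff set from DMSO-treated cells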
T cell HTS = modulators of CD8 T cell-vesicle binding, primary screen, mouse 2C CD8+ T cells, flow cytometry; 2C CD8+ T cell-vesicle binding; hits give low values; AID 2052, 2009; 0.068% of 330,000 active; calls only at 7 µM;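 active means response, share of CD8 T cells binding vesicles, and their 90th percentile fluorescence all below set limits, cut at about 80% in these data, passing the limit was not always enough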
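Assay system – 2C mouse CD8+ T cells · Also added – QL9-loaded Drosophila micro-vesicles · Timing – Cell–vesicle co-incubation 1.5 h at 37 °C, staining 20 min on ice · Signal – flow cytometry of vesicle-bound cells · Measure – percent CD8+ FL2 mean versus row control · Controls – Peptide-free naked vesicles (low) and QL9 vesicles with 0.7% DMSO vehicle (high)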
WT yeast gro inh = growth inhibition of WT strain, primary screen, mitochondrial fusion inhibitor project, WT and mutant strains, chemical genetic | mitochondrial fusion phenotypic screen | inhibition, % at 10 µM | 2.1% of 190,000 active; in the data active means inhibition above about 58%; tested in S. cerevisiae
WT yeast gro inh mutant strain = also measured in WT yeast gro inh; calls as there; inhibition, %; mitochondrial fusion phenotypic screen, mutant strain inhibition
Ins promoter up cell count = also measured in Ins promoter up; calls as there; cell count; measured here: cytotoxicity, nuclei count;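 total cells summed across four imaged fields per well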
Lipid droplet cells 6.5 µM = also measured in Lipid droplet; calls as there; cell count; measured here: cell count, cytotoxicity flag;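 cells counted across two imaged fields per well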
bCat nuc transl cell count 5 µM = second read-out of bCat nuc transl, no call of its own (marks repeat the call); cell count; measured here: cell count, cytotoxicity flag
T cell HTS vesicle-bound % = second read-out of T cell HTS, no call of its own (marks repeat the call); double positive events, %; measured here: CD8+ vesicle-bound cell fraction;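 binding gate set so that unloaded-vesicle control wells show 10% double positive cells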
MT stabilize HCS Hoechst-high % = second read-out of MT stabilize HCS, no call of its own (marks repeat the call); % Hoechst-high responders; measured here: nuclear condensation Hoechst responders;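 share of cells brighter than vehicle mean plus two SD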
MT stabilize HCS cytotoxicity % = recorded beside MT stabilize HCS, whose call it bears; toxicity, %; measured here: cytotoxicity by cell density;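 0% = mean cell density of plate MIN control wells and 100% = no cells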
Autophagy HCS cell loss 18 h = recorded beside Autophagy HCS, whose call it bears; toxicity, %; measured here: cell loss, nuclei count;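 cell loss after 18 h compound exposure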
Myeloid diff MLP GFP+ MAC1+ % = also measured in Myeloid diff MLP; calls as there; GFP+ MAC1+ double positive, %; measured here: differentiation confirmed by MAC1 staining
Active calls of the source: *; i = inactive; ? = inconclusive; nt = not tested or not shown. Outcome played no part in choosing rows (roughly 3.9% active in at least one column).

SMILES | bCat nuc transl | bCat nuc transl cell count 5 µM | Lipid droplet | Lipid droplet cells 6.5 µM | MT stabilize HCS | MT stabilize HCS Hoechst-high % | MT stabilize HCS cytotoxicity % | West Nile antiviral | Ins promoter up | Ins promoter up cell count | Myeloid diff MLP | Myeloid diff MLP GFP+ MAC1+ % | Autophagy HCS | Autophagy HCS cell loss 18 h | T cell HTS | T cell HTS vesicle-bound % | WT yeast gro inh | WT yeast gro inh mutant strain
Cc1nc2ccccn2c1C(=O)OCC#N | 0.6 | 1482 | 32 | 693 | 5.5 | 1.2 | 0.2 | 2.0% | -0.01 | 1495 | i | 0.4 | i | 2 | i | 32 | 1 | 4
C=CCNC(=S)N1CCN(c2ccc([N+](=O)[O-])cc2)CC1 | -1.0 | 1225 | -24 | 625 | 8.3 | 1.8 | 11 | 2.4% | -1.4 | 1415 | i | 0.3 | i | 12 | i | 56 | 19 | 4
N#Cc1nc(-c2ccc(F)cc2)oc1NCc1ccccc1 | nt | nt | nt | nt | 3.5 | 2.7 | 3.0 | 0.4% | 0.58 | 964 | i | 1.4 | i | 8 | i | 42 | 14 | 0
CCC(=O)NC(c1ccco1)c1cc(Cl)c2cccnc2c1O (stereo not drawn) | 1.2 | 1437 | 16 | 681 | 0.8 | 1.7 | 1.1 | -1.3% | nt | nt | ? | nt | i | 12 | i | 54 | -24 | -2
CCOc1cc(/C=N/NC(=O)CN2CCOCC2)ccc1OCc1ccccc1 | -1.6 | 912 | -8 | 580 | 2.3 | 2.3 | 10 | -1.0% | -0.32 | 1377 | i | 0.9 | i | -5 | i | 31 | -11 | 10
CCOc1ccccc1CNC(=O)CCn1ccc2cc(S(=O)(=O)N3CCCCC3)ccc21 | nt | nt | -4 | 676 | nt | nt | nt | 0.0% | nt | nt | i | 3.4 | nt | nt | i | 41 | nt | nt
COc1ccc(CCNC(=O)CSCc2n[nH]c(=O)[nH]2)cc1OC | -1.4 | 1079 | 1 | 780 | 2.3 | 0.3 | 55 | -0.2% | -0.37 | 1195 | i | 1.2 | i | 2 | i | 18 | -4 | -6
Cc1cc(C)cc(OCCNC(=O)C2CCN(S(=O)(=O)c3ccccc3)CC2)c1 | nt | nt | -1 | 831 | nt | nt | nt | -1.4% | nt | nt | i | 0.3 | nt | nt | i | 20 | nt | nt
N#Cc1ccc(OCC(=O)NCCc2ccccn2)cc1 | nt | nt | -4 | 802 | 1.7 | 1.1 | 9.0 | 0.4% | 0.34 | 939 | i | 1.0 | i | 1 | i | nt | -5 | 5
C/C(=N\N(c1ccccc1)c1ccccc1)c1ccco1 | 0.6 | 1080 | -18 | 743 | 3.4 | 2.4 | 4.5 | 0.7% | -0.8 | 1564 | i | 0.1 | i | -1 | i | 51 | 9 | -1
CN1CCN(c2nc3c(c(=O)[nH]c(=O)n3C)n2CCCSc2nnnn2-c2ccccc2)CC1 | -0.9 | 1108 | 0 | 668 | 2.1 | 1.4 | 4.4 | -0.3% | -0.86 | 1291 | i | 2.0 | i | 39 | i | 25 | -6 | -5
O=C(NNc1c(Cl)cccc1Cl)c1c(F)cccc1Cl | 2.3 | 1286 | -7 | 644 | nt | nt | nt | -0.1% | -0.18 | 1349 | i | 0.3 | nt | nt | i | 32 | nt | nt
Cc1ccc(-n2c3c(cc(C(=O)NCc4ccco4)c2=O)C(=O)CCC3)cc1 | -2.1 | 1083 | 12 | 768 | 4.1 | 1.8 | 3.8 | -0.5% | -1.1 | 1370 | i | 0.1 | i | -9 | i | 45 | 14 | 1
O=C1CC(c2ccc3c(c2)OCO3)c2cc3c(cc2N1)OCCO3 (stereo not drawn) | -1.2 | 1006 | 5 | 746 | 3.1 | 2.3 | 57 | 0.3% | 0.18 | 1047 | i | 0.9 | i | 2 | i | 32 | -12 | -4
Cc1cc(NCCN2CCOCC2)n2nc(C)c(-c3ccccc3)c2n1 | -1.2 | 1039 | 2 | 741 | 3.7 | 1.9 | 5.8 | -0.2% | -0.46 | 1355 | i | 0.2 | i | -6 | i | 40 | -6 | -3
O=C(CN1C(=O)C2C3C=CC(C3)C2C1=O)Nc1nncs1 (stereo not drawn) | -0.5 | 1070 | -6 | 686 | 2.9 | 2.3 | 20 | 0.5% | 0.48 | 1269 | i | 0.4 | i | 6 | i | 41 | 14 | 8
CC1Cc2ccccc2N1C(=O)/C=C/c1cccc(F)c1 (stereo not drawn) | -0.7 | 1081 | -2 | 658 | 2.4 | 2.2 | 4.0 | -0.9% | 0.59 | 1369 | i | 0.0 | i | 2 | i | 9 | 9 | -15
O=C(CCOc1ccccc1)Nc1cccc(S(=O)(=O)Nc2ccccc2Cl)c1 | 0.0 | 962 | -15 | 704 | 2.5 | 3.3 | 13 | -1.5% | -0.08 | 1250 | i | 0.1 | i | 4 | i | 58 | 24 | -1
CCCCN1C(=O)C(O)=C(C(C)=O)C1c1ccccc1 (stereo not drawn) | nt | nt | 12 | 737 | 1.2 | 2.0 | 11 | 1.3% | -1.1 | 903 | i | 0.8 | i | 0 | i | 36 | -6 | 11
Cc1cccc(Cn2c(SCC(=O)Nc3ccccc3)nc3c2c(=O)[nH]c(=O)n3C)c1 | 2.1 | 1049 | -3 | 670 | 2.5 | 2.0 | 5.4 | 0.1% | -0.27 | 1870 | i | 3.0 | nt | nt | i | 30 | 14 | -2
COc1cccc(NC(=O)Cn2c(CCC(=O)O)ccc2-c2cccs2)c1 | -1.9 | 1055 | 8 | 719 | 3.4 | 0.5 | 10 | -0.1% | -0.46 | 1393 | i | 0.1 | i | -6 | i | 63 | -15 | -6
Cc1ccccc1C(=O)Nc1ccc(O)c2c(=O)cc(-c3ccccc3Cl)oc12 | 2.0 | 1171 | 10 | 785 | nt | nt | nt | 0.2% | -0.85 | 1029 | i | 1.0 | nt | nt | nt | nt | nt | nt
CCOC(=S)SCC(=O)Nc1nccs1 | -5.5 | 994 | 16 | 689 | 3.0 | 1.4 | 6.3 | -0.4% | 0.27 | 1451 | i | 0.4 | i | 15 | i | 45 | 8 | 18
CN1CCSc2ccc(C(=O)Nc3cc(F)ccc3F)cc21 | 1.0 | 1341 | -14 | 714 | nt | nt | nt | -0.6% | -1.1 | 960 | i | 0.5 | nt | nt | i | 17 | nt | nt
Cc1c(NC(=S)NCc2ccc(F)cc2)cccc1[N+](=O)[O-] | 0.3 | 1077 | 11 | 681 | 8.3 | 1.4 | 14 | -0.5% | 1.2 | 1550 | i | 0.5 | i | 3 | i | 59 | 6 | 3

Additional structures follow.
SMILES | bCat nuc transl | bCat nuc transl cell count 5 µM | Lipid droplet | Lipid droplet cells 6.5 µM | MT stabilize HCS | MT stabilize HCS Hoechst-high % | MT stabilize HCS cytotoxicity % | West Nile antiviral | Ins promoter up | Ins promoter up cell count | Myeloid diff MLP | Myeloid diff MLP GFP+ MAC1+ % | Autophagy HCS | Autophagy HCS cell loss 18 h | T cell HTS | T cell HTS vesicle-bound % | WT yeast gro inh | WT yeast gro inh mutant strain
NC1=NC[C@H](Cc2ccc(O)cc2)N1CCc1cccc(F)c1 | -0.7 | 1400 | 0 | 725 | nt | nt | nt | 0.4% | 0.6 | 802 | i | 2.6 | nt | nt | i | 29 | nt | nt
O=C1N/C(=N\S(=O)(=O)c2ccccc2)S/C1=C\c1cc([N+](=O)[O-])ccc1O | nt | nt | 9 | 785 | nt | nt | nt | -0.1% | nt | nt | i | 1.8 | nt | nt | i | 49 | nt | nt
CN1c2ccsc2C(=O)/C(=C\Nc2cccc(C(F)(F)F)c2)S1(=O)=O | 0.3 | 1388 | -8 | 676 | nt | nt | nt | 0.4% | 1.2 | 1365 | i | 0.3 | nt | nt | i | 59 | nt | nt
Cc1ccccc1NC(=O)c1cc([N+](=O)[O-])ccc1NCCN1C(=O)CCC1=O | -2.7 | 1005 | -5 | 663 | 5.6 | 2.1 | 4.4 | -0.2% | 1.1 | 1518 | i | 0.6 | i | -5 | i | 23 | 0 | 3
Cc1cc(C)nc(NC(=O)Nc2ccc3c(c2)OCO3)c1 | -0.1 | 1108 | -4 | 681 | 1.6 | 1.7 | 0.9 | 0.2% | 0.85 | 1151 | i | 0.5 | i | -1 | i | 56 | -8 | -1
O=C(/C=C/c1ccccc1)Nc1cccnc1Cl | nt | nt | 2 | 825 | nt | nt | nt | -0.3% | nt | nt | i | 1.4 | nt | nt | i | 69 | nt | nt
CCC(=O)N1CCN(c2ccccc2NC(=O)COc2cc(C)ccc2C(C)C)CC1 | 0.2 | 1005 | -16 | 742 | 3.1 | 2.6 | 1.9 | 0.3% | -3.3 | 1455 | i | 1.6 | i | 19 | i | 43 | 67* | 14*
O=C(Cn1cc(C(F)(F)F)ccc1=O)N/N=C/c1cccc(Cl)c1 | -0.3 | 976 | -5 | 691 | 2.0 | 1.3 | 3.1 | -0.4% | -0.51 | 2349 | i | 0.4 | i | 13 | i | 43 | 15 | -6
CN(C(=O)CC1C(=O)NCCN1CC(c1ccccc1)c1ccccc1)C(C1CC1)C1CC1 (stereo not drawn) | 1.4 | 1336 | 24 | 703 | nt | nt | nt | -0.5% | -0.09 | 1058 | i | 0.7 | nt | nt | i | 57 | nt | nt
